Source: PubChem BioAssay (Broad Institute)
MITF act – activators of MITF-driven TRPM1 promoter reporter, primary screen, cell-based, SK-MEL-5, luciferase, single point. activation, % at 12.5 µM. SK-MEL-5 TRPM1-promoter luciferase, 24 h; % of positive control, neutral wells = 0. 0.75% of 300,000 active;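 active = mean activation of at least 80% with every replicate also reaching 80%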;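 note: 0% = neutral control wells and 100% = parthenolide positive control wells; values of inactives mirror those of a sister screen read the other way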
CAL PDZ FP-1 – untagged CAL PDZ binding inhibitors, primary screen, biochemical, fluorescence polarization, HTS; Golgi-associated PDZ and coiled-coil motif-containing protein (Homo sapiens), Q9HD26; purified CAL PDZ, TMR-peptide fluorescence polarization, 1 h; inhibition, % at 24.9 µM; 0.92% of 300,000 active; AID 602252, 2012;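 active = mean inhibition of at least 30% with at least half of replicates also reaching 30%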;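 note: 0% = DMSO neutral control and 100% = excess unlabeled competitor peptide PRC23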
SR-BI DiI inh – inhibitors of SR-BI mediated HDL lipid uptake, primary screen, ldlA[mSR-BI] cells, fluorescence, single point. Scavenger receptor class B member 1 (Mus musculus), Q61009. ldlA[mSR-BI] CHO cells, DiI-HDL uptake fluorescence, 3 h. inhibition, % at 12.5 µM. 0.96% of 320,000 active;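 active = mean replicate inhibition of at least 70% and a set share of replicates each scoring 70 or more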;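 note: 0% = median of neutral control wells and 100% = median of positive control wells; values of inactives mirror those of a sister screen read the other way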
Target sequence (Q61009 whole entry, looked up): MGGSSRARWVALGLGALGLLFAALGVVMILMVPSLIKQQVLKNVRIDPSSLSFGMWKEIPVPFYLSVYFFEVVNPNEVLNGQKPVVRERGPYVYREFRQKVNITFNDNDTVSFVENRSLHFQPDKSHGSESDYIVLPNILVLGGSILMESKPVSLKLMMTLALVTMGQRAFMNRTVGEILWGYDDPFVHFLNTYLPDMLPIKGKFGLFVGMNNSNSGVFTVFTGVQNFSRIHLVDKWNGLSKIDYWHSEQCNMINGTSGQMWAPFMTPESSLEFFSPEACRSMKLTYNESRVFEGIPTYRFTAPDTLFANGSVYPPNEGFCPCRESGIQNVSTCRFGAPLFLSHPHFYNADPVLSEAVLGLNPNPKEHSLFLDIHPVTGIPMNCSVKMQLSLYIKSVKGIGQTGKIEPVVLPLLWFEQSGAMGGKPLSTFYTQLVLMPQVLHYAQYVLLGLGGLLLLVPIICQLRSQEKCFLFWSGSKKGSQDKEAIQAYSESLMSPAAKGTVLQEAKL
PvdQ inh – P. aeruginosa PvdQ acylase inhibitors, primary screen, biochemical, fluorescence, plate reader and imaging, single point. inhibition, % at 10 µM. AID 488965, 2010. PvdQ acylase [Pseudomonas aeruginosa LESB58]. 0.063% of 340,000 active. purified PvdQ acylase; in the data active = inhibition above about 30%, passing the limit was not always enough;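 note: 0% = vehicle neutral wells and 100% = reference inhibitor wells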
dFosB act – activators of delta FosB homodimer, primary screen, biochemical, fluorescence polarization, TAMRA-CDK5 oligo, single point; Protein FosB (Mus musculus), P13346; purified delta FosB; percent of positive-control signal above neutral wells; activation, % at 25 µM; 0.99% of 340,000 active; AID 493131, 2011;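 active = mean activation above about 17%, with every replicate also reaching it, limit read from the data, passing the limit was not always enough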;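 note: fluorescence polarization rise as delta FosB binds a TAMRA Cdk5 AP-1 oligo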
Target sequence (P13346 whole entry, looked up): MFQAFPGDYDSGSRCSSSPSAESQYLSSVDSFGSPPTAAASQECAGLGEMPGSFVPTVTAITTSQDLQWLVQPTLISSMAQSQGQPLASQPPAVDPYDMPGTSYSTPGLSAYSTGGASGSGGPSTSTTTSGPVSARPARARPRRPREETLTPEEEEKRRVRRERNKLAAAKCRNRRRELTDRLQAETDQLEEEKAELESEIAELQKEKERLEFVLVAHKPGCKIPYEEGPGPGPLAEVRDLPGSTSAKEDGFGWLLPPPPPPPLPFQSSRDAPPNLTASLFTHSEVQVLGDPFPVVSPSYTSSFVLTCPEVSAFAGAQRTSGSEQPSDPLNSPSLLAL
PfHsp90 yeast 2 – growth inhibition of PfHsp90-expressing yeast, primary screen, antimalarial PfHsp90 inhibitor project, S. cerevisiae, BacTiter-Glo luminescence, single point, set 2; BacTiter-Glo ATP, 48 h; yeast lacking PDR1 and PDR3 efflux regulators; 0.32% of 310,000 active; AID 504621, 2011; inhibition, % at 9.4 µM;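 active = every replicate shows inhibition above about 80%, whatever the replicate mean, limit read from the data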;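 note: 0% = DMSO neutral controls and 100% = 20 µM radicicol positive controls; yeast relying on Plasmodium falciparum Hsp90 in place of its own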
CAL PDZ FP-2 – CAL PDZ peptide-binding inhibitors, primary screen, biochemical, fluorescence polarization, Cer-tagged CAL PDZ, HTS. 0.02% of 330,000 active. purified CAL PDZ, TMR-peptide fluorescence polarization, 1 h. Golgi-associated PDZ and coiled-coil motif-containing protein (Homo sapiens), Q9HD26. inhibition, % at 20 µM. AID 504414, 2011;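 active = highest replicate inhibition of at least 40%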;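 note: plate controls were DMSO neutral control wells for no effect and unlabeled competitor peptide control wells for full effect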
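Material – purified CerCALP PDZ construct · Detection – FP readout, S and P plane fluorescence · Measure – percent inhibition from loss of millipolarization · Controls – unlabelled peptide for full inhibition, DMSO wells as neutral · Probe or stimulus – TMR-labelled reporter peptide T*-PRC34 bound in PDZ groove · Times – 1 h at RT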
NSD2 inh – NSD2 histone methyltransferase inhibitors, primary screen, biochemical, AlphaScreen, single concentration, set 2; AID 743445, 2014; 0.54% of 310,000 active; inhibition, % at 12.5 µM; Histone-lysine N-methyltransferase NSD2 (Homo sapiens), O96028; NSD2 peptide methylation, 120 min; in the data active = inhibition above about 50%
SR-BI uptake up – activators of SR-BI mediated DiI-HDL uptake, primary screen, ldlA[mSR-BI] CHO cells, DiI fluorescence | 3 h; 100 = double the neutral-control signal | 0.096% of 320,000 active | AID 504775, 2011 | activation, % at 12.5 µM;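 active = mean replicate activation of at least 60% and every replicate at or above 60%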;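 note: 0% = median plate neutral-control signal and 100% = twice that signal; values of inactives mirror those of a sister screen read the other way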
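Test system: SR-BI-overexpressing, LDLR-lacking CHO cells. Measured by: DiI fluorescence, bottom read. Medium: Ham's F12 with 0.5% BSA, HEPES 25 mM, pH 7.4. Timing: 3 h uptake period with compound, 37 °C.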
Rtt109 HAT inh – inhibitors of C. albicans Rtt109/Vps75 HAT, primary screen, biochemical, ThioGlo CoA-SH fluorescence, plate reader; Histone acetyltransferase RTT109 (Candida albicans (strain SC5314 / ATCC MYA-2876)), …; AID 540336, 2011; 0.16% of 330,000 active; purified Rtt109/Vps75, 4 h; inhibition, % at 34.9 µM;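 active = inhibition of at least 50% in every replicate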
An asterisk follows results filed as active; . = not tested or not shown.

Structure	CAL PDZ FP-1	Rtt109 HAT inh	PfHsp90 yeast 2	MITF act	SR-BI DiI inh	NSD2 inh	dFosB act	SR-BI uptake up	CAL PDZ FP-2	PvdQ inh
COC(=O)/C(=C/c1ccc(OC)cc1)NC(=O)c1ccco1	12.8	8.6	-8.2	8.9	.	-3.2	2.0	.	-0.1	6.8
Cc1nn(CC(=O)OCC(=O)NCCc2ccc(S(N)(=O)=O)cc2)c(C)c1[N+](=O)[O-]	1.6	-3.7	.	3.8	-26.3	-2.2	7.4	26.3	0.2	-8.2
CCCc1cc(C(=O)NCc2ccco2)no1	-3.7	-4.0	1.6	.	-28.9	.	3.6	28.9	0.3	-16.1
COc1ccc(/C=C/C(=O)NC2CCN(Cc3ccccc3)CC2)cc1OC	-0.8	0.0	0.3	.	.	2.0	-18.5	.	-3.5	-8.3
CC(OC(=O)CNC(=O)c1ccc(Cl)c(Cl)c1)C(=O)N1CCOCC1 (stereo unspecified)	-4.9	8.0	-17.9	-1.5	-17.4	-1.0	-0.8	17.4	-1.9	-17.6
COc1ccccc1NC(=O)Nc1ccc(NC(=O)c2ccccc2O)cc1	-2.2	7.5	7.1	15.1	21.2	1.4	-6.1	-21.3	-0.3	-4.0
Cc1cc(NC(=O)C(C)SCC(=O)Nc2ccccc2OC(F)F)no1 (stereo unspecified)	-0.1	19.2	-1.2	1.0	-1.5	-1.9	-0.1	1.5	-2.8	1.7
Cc1ccc(NC(=O)CSc2nnc(Cc3ccccc3)c(=O)[nH]2)c(C)c1	-5.6	6.2	13.9	0.6	-19.6	-0.2	-18.4	19.6	-3.5	-15.3
CC1CCCC(NC(=O)c2cccc(S(=O)(=O)N3CCN(c4ccccc4)CC3)c2)C1C (stereo unspecified)	-2.0	4.6	5.6	-13.9	.	-6.4	-3.1	.	-0.3	-12.6
CN(Cc1ccc2nonc2c1)Cc1nc(CC2CC2)no1	-5.3	2.4	1.0	-10.0	1.0	-1.1	2.2	-1.0	-0.9	6.2
O=C(C[n+]1cc(-c2ccccc2)n2c1CCC2)Nc1nc(-c2ccccc2)cs1	0.3	2.8	2.2	-5.1	20.2	8.5	5.7	-20.2	-5.5	-7.4
N#Cc1c(N)n(CCOC(=O)c2cccc(Br)c2)c2nc3ccccc3nc12	-4.2	-3.2	-10.5	4.6	-10.2	6.4	-4.9	10.2	-1.9	-17.2
O=C(CNCc1ccco1)Nc1ccc(Oc2ccccc2)cc1	-4.1	.	-9.3	22.1	8.8	4.3	0.1	-8.8	0.2	-8.5
CCCn1nc(C(=O)Nc2ccc(S(=O)(=O)Nc3nccs3)cc2)c2ccccc2c1=O	0.4	-3.5	12.3	10.5	13.5	7.5	-7.1	-13.5	-1.8	17.0
Cc1c([N+](=O)[O-])cc(S(=O)(=O)Nc2ccncc2)cc1[N+](=O)[O-]	.	7.2	-18.1	5.5	-3.0	-0.7	-1.1	3.0	-0.7	-15.0

Continuation.
Structure	CAL PDZ FP-1	Rtt109 HAT inh	PfHsp90 yeast 2	MITF act	SR-BI DiI inh	NSD2 inh	dFosB act	SR-BI uptake up	CAL PDZ FP-2	PvdQ inh
Clc1cccc(Cl)c1-c1noc(CN2CCOCC2)n1	-1.4	-3.2	1.8	-4.1	-13.7	-2.6	-5.1	13.7	-0.4	-0.7
Cc1ccc(CN2C(=O)C(C)(C)Oc3ccc(C(=O)N4CCCCC4)cc32)cc1	-1.0	10.8	34.1	5.0	-30.6	4.0	-15.3	30.6	.	-9.1
O=C(NC1CCCC1)C1CC(=O)N(c2ccccc2)C1 (stereo unspecified)	-0.5	-2.3	5.7	-7.3	.	-2.3	-1.4	.	0.6	-13.2
Cc1cc(-c2nc3ncccc3o2)ccc1NC(=S)NC(=O)c1ccco1	-5.6	-14.0	-8.6	12.2	5.4	2.0	24.7*	-5.4	-2.0	-13.7
O=C(O)c1cncc(Br)c1	-2.8	-2.5	0.0	10.2	-2.6	35.1	-0.3	2.6	1.7	20.4
Cn1c(=O)n(C)c2cc(/C=N/NC(=O)c3ccc(Cl)cc3)ccc21	2.2	7.1	27.4	10.4	.	0.2	7.9	.	-5.1	-12.6
O=C(NC(=S)NCCC1=CCCCC1)c1ccc(Br)o1	-1.2	-6.8	-2.9	14.8	19.1	-12.4	-3.5	-19.1	-1.9	1.5
CC1CCCCC1NC(=O)CCc1nc2sc3c(c2c(=O)[nH]1)CCCC3 (stereo unspecified)	0.6	-8.3	-16.3	-4.8	9.5	-0.5	-13.1	-9.5	-2.9	-2.2
Cc1ccc(NC(=O)COc2coc(CN3CCc4ccccc43)cc2=O)cc1Cl	1.5	-5.9	-32.5	-14.3	13.6	-3.0	-6.9	-13.6	-0.5	-13.1
O=C(Nc1ccc(C(=O)c2ccccc2)cc1)c1ccccc1	-2.6	0.1	39.1	126.9*	35.7	0.7	-6.2	-35.7	-3.7	-10.2
c1csc(-c2nc(NCCCN3CCOCC3)c3ccccc3n2)c1	.	0.2	-62.3	-2.0	.	1.3	-16.6	.	-2.7	-10.5
Cc1nonc1NC(=O)CSc1ccccn1	-1.8	9.7	-2.8	-10.2	-27.3	-8.7	2.2	27.3	-1.8	8.9
Cn1nc(CC(=O)NCc2ccc(F)cc2)c2ccccc2c1=O	-1.3	-3.3	7.0	.	-6.4	.	2.0	6.4	-0.8	-11.9
Cc1ccc2[nH]c(=O)c(COC(=O)c3cccs3)cc2c1	1.0	14.6	-2.7	9.8	-15.4	-2.2	0.8	15.4	-2.8	3.1
N#CC1=C2Nc3ccccc3N2C(=O)NC1(c1ccccc1)C(F)(F)F (stereo unspecified)	-6.4	4.8	-3.8	7.3	-2.7	1.6	6.7	2.7	-2.2	-9.8

(further entries)
Structure	CAL PDZ FP-1	Rtt109 HAT inh	PfHsp90 yeast 2	MITF act	SR-BI DiI inh	NSD2 inh	dFosB act	SR-BI uptake up	CAL PDZ FP-2	PvdQ inh
C/C(Cn1cnc([N+](=O)[O-])n1)=N\NC(=O)c1cccc(F)c1	3.5	1.0	.	.	-17.3	.	3.8	17.3	-2.7	-3.7
Cc1ccc(C(=O)NCc2ccco2)cc1S(=O)(=O)Nc1cccc(Cl)c1	-0.4	-8.7	12.2	-2.2	3.5	23.1	-14.2	-3.5	-0.3	-9.1
CCC1(O)CCCC2C3CCC4CC(=O)CCC4(C)C3C(=O)CC21C (stereo unspecified)	.	-3.7	.	5.4	-4.3	0.1	0.2	4.3	-1.1	-15.3
O=C(c1ccccc1NS(=O)(=O)c1cccc(C(F)(F)F)c1)N1CCc2ccccc21	-1.9	9.2	-37.0	-3.1	-25.2	0.0	-10.3	25.2	0.4	-15.2
Cc1cc(C)n(-c2ccc(C(=O)Nc3cccc(S(=O)(=O)N4CCCC4)c3)cc2)n1	0.5	2.5	-14.3	-10.8	60.5	0.7	-10.6	-60.5	-0.4	-11.4
Cc1[nH]n(-c2cccc(Cl)c2)c(=O)c1C=NCc1ccco1	-3.4	-5.8	13.5	104.9*	-0.8	-2.6	0.1	0.8	-2.7	-1.2
Cc1cc(=O)[nH]c(SCC(=O)OCc2ccccc2)c1C#N	-2.7	-6.0	20.1	12.8	-8.7	-5.4	2.1	8.7	0.0	-10.1
N#C/C(=C/c1ccc(N2CCCCC2)o1)C(=O)Nc1ccc(Cl)cc1	.	-7.8	8.2	78.1	29.0	-3.1	-7.2	-29.0	1.9	0.6
COCc1cc(=O)n2[nH]cc(-c3ccsc3)c2n1	6.7	4.2	-9.9	9.2	-20.0	-0.6	1.7	20.0	-0.9	-15.6
Cc1ccc(NC(=O)c2cc([N+](=O)[O-])ccc2Cl)c(O)c1	-0.6	6.4	-5.4	-27.9	8.8	4.2	-8.0	-8.8	0.1	7.7
Cc1ccc(CNC(=O)CCS(=O)(=O)c2ccc(Br)s2)cc1	2.5	1.6	.	.	-20.6	.	10.5	20.6	-1.2	8.0
O=C(NC(Cc1ccccc1)C(=O)NCc1ccccn1)c1ccco1 (stereo unspecified)	.	4.4	-8.8	-14.4	-17.7	10.5	1.6	17.7	0.4	8.1
COc1ccccc1-c1nnc2sc(-c3ccc(N(C)C)cc3)nn12	-5.0	-6.4	-2.2	-46.5	23.1	-2.9	-13.2	-23.1	1.1	-18.0
CCCn1cnc2cc(NCc3ccccc3O)ccc21	-4.7	13.9	-18.0	29.8	-4.4	3.6	-0.2	4.4	-1.4	-5.8
